Screening results from PubChem.
FID counter: fluorescent intercalator displacement, NS3 helicase counter-screen; DNA fluorescent intercalator displacement, fluorescence; inhibition, % at 7.9 µM; 290,000 tested, 0.17% active; in the data active means inhibition above about 37%;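 further: 0% = vehicle and 100% = reference compound; higher means more ethidium bromide displaced from hairpin DNA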
MEKK2mut PB1 HTS: signal of MEK5 binding to mutant human MEKK2 PB1 domain. 290,000 tested, 0.35% active. bead flow cytometry, Alexa488-MEK5 binding to MEKK2 mutant. AID 1530. percent response, % at 10 µM; in the data active means percent response above about 24%, passing the limit was not always enough; further: inactives centre near 1; some results filed as inactive read as strong as hits; reference of the scale not given here
MEKK2 WT-MEK5: raises or lowers MEK5 binding to wildtype human MEKK2 PB1 domain; 290,000 tested, 1.1% active; bead flow cytometry, Alexa488-MEK5 binding to MEKK2 WT; actives lie on both sides; binding response (% of control), % at 10 µM; Q9Y2U5; in the data active means binding response below about 67% or above about 130%
CRFBP-R2 block: CRF-BP/CRF-R2 complex antagonism | HEK293 CRF-R2/CRF-BP, CRF-induced calcium fluorescence | inhibition, % at 11.8 µM | 350,000 tested, 0.59% active | AID 588475;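 active means inhibition of the ligand-induced calcium signal above about 50% at the single tested concentration, limit read from the data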
GalR3 antagonist: antagonists of human GalR3; inhibition, % at 3 µM; 360,000 tested, 0.44% active; AID 651719; HEK293 GalR3-CNG cAMP membrane potential fluorescence; galR3 body fused to GalR1 C-terminus; O60755;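 active means inhibition above the screen-wide average plus 3 SD, cut at about 13% in these data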;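 further: forskolin and galanin both at EC90 stimulate the cells; cAMP rise reported by CNG channel membrane potential dye signal; 0% = forskolin plus galanin with DMSO and 100% = forskolin alone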
Target sequence (O60755 1-299 limits assumed): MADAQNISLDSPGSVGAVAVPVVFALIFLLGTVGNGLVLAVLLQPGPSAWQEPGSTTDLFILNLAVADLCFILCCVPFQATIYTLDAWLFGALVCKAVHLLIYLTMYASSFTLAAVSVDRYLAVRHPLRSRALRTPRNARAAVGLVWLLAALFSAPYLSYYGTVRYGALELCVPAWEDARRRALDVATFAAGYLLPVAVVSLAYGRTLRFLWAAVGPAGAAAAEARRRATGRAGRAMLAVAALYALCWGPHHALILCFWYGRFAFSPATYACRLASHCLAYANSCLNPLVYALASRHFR
CRFBP-R2 agonist: CRF-BP/CRF-R2 complex agonism. HEK293 CRF-R2/CRF-BP, calcium dye fluorescence (FLIPR); percent of saturating CRF peptide response. activation, % at 13.2 µM. 350,000 tested, 0.46% active;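 active means activation of at least 50%, plus an integration ratio under a set limit after plate pattern correction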;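 further: plate controls were neutral control wells without compound for no effect and CRF at EC100 for full effect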
NS3 helicase inh: HCV NS3 helicase inhibition. inhibition, % at 10.9 µM. NS3 helicase DNA unwinding, Cy5 molecular beacon fluorescence. 290,000 tested, 0.56% active;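 active means inhibition above the mean of all tested compounds plus 3 SD, set per campaign, cut at about 35% in these data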;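 further: 0% = DMSO wells and 100% = thioflavine S control wells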
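Assay system: hepatitis C virus NS3 helicase domain fragment enzyme. Also added: annealed dual-labelled DNA beacon duplex, ATP-started. Timing: 1 h reaction at 25 °C, ATP-initiated. Technique: Cy5 fluorescence at 0 and 60 min, beacon hairpin quenching. Evaluation: % inhibition of unwinding. Replication: one well per compound.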
MEKK3 PB1 HTS: raises or lowers MEK5 binding to the human MEKK3 PB1 domain. bead-based flow cytometry, Alexa488-MEK5 binding to MEKK3; actives lie on both sides; 0 = blocked by unlabeled MEK5, 100 = vehicle. binding response (% of control), % at 10 µM. 290,000 tested, 1.4% active. AID 1529;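 active means binding response more than 3 SD above or below the average of its plate-row segment, actives on both sides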;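 further: Alexa488 bead fluorescence after subtracting the streptavidin-only scavenger bead signal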
Target sequence (Q99759 whole entry, looked up, the tested form may be a part): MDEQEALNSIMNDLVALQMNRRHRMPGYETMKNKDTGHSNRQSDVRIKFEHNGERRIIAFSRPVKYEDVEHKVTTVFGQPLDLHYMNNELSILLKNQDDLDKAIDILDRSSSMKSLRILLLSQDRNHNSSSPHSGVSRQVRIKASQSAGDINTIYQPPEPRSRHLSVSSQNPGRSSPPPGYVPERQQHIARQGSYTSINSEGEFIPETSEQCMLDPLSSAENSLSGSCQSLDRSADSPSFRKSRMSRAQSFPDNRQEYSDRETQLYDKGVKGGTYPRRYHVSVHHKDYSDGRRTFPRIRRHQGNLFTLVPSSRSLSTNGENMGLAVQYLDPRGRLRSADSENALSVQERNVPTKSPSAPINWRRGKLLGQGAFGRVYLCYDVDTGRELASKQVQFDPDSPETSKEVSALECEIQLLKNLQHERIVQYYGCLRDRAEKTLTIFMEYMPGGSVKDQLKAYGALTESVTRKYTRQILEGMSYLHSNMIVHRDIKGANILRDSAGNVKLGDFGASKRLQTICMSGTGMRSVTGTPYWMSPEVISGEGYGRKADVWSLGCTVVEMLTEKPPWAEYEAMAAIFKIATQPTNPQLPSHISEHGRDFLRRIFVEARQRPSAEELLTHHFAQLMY
UBC9 SUMO inh: inhibitors of human SUMOylation (UBC9). P63279. HTRF SUMOylation assay, SAE1/SAE2 + UBC9, in vitro. inhibition, % at 35 µM. 290,000 tested, 0.36% active. AID 2006; in the data active means inhibition above about 50%, passing the limit was not always enough; further: strong numbers were not always called active
Target sequence (P63279 whole entry, looked up): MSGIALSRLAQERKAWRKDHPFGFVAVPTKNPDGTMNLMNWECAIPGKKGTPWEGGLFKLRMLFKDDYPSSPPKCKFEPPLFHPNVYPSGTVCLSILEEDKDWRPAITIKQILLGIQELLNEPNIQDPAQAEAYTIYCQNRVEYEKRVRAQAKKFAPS
* hit, by the source's call; x = no result given. This is a subset; the hit share may differ from the screen's.

SMILES	FID counter	MEKK2mut PB1 HTS	MEKK2 WT-MEK5	CRFBP-R2 block	GalR3 antagonist	CRFBP-R2 agonist	NS3 helicase inh	MEKK3 PB1 HTS	UBC9 SUMO inh
CC(C)(C)Nc1nc(OCC#N)nc(N2CCCCC2)n1	-22	-3	94	-1	-6	0.3	-4	94	-12
CCOC(=O)N1CCN(C(=O)CSc2ccccc2)CC1	-10	2	103	-1	-3	2.2	-6	105	14
COc1ccc(/C=N\NC(=O)COc2ccccc2)c(C(=O)O)c1OC	1	0	105	-13	-5	2.0	2	121	7
COc1ccc(CCNC(=O)CCOc2cc(C)ccc2C)cc1OC	-47	4	106	15	-4	-0.9	1	100	3
Cc1cccc(OCc2n[nH]c(=S)o2)c1	4	-1	94	19	5	-1.0	11	97	2
CC(C)CNC(=O)COC(=O)c1c2c(nc3ccccc13)/C(=C/c1cccs1)CC2	-15	-3	84	-70	-10	26	74*	93	23
CC1(C)Oc2ccc3ccc(=O)oc3c2/C(=C/NC2CCCCC2)C1=O	-17	3	100	-41	4	-1.2	10	96	29
O=C(/C=C/Sc1ccccc1)c1ccccc1	-3	2	100	-4	-2	-0.6	-5	84	-10
O=C(NCc1ccccn1)c1c(O)c2c([nH]c1=O)CCCC2	-1	9	110	-12	2	-1.6	3	107	18
CC(C)CN(C(=O)CN1C(=O)C2CCCCC2C1=O)c1c(N)n(Cc2ccccc2)c(=O)[nH]c1=O (stereo not drawn)	-36	5	105	-3	-4	-1.1	-1	100	0
CC(=NCC1CCNCC1)C1=C(O)CC(C)(C)CC1=O	-7	12	108	-8	-1	0.6	7	108	1
Cc1cc(OCCn2ccnc2)cc(C)c1Cl	2	5	107	-5	-9	2.0	-15	98	26
C=CCc1cccc(/C=N/c2nc3ccccc3n2CC)c1O	-1	0	97	-32	-7	-1.5	11	102	21
CCNC(=O)COC(=O)c1cc(=O)[nH]c2ccccc12	0	7	108	-7	-4	2.0	2	110	16
COc1ccc2c(C)cc(SCn3nnc4ccccc4c3=O)nc2c1	-2	10	107	53*	6	2.6	1	104	-10
O=C(CSc1nnc(NC(=O)c2ccccc2F)s1)NC1CC1	-4	-4	101	4	-8	-0.5	0	98	-9
Cc1ccc(NC(=O)C2CCN(C(=O)NC3CCCCC3)CC2)cc1Cl	-7	-2	98	-1	2	-0.2	8	91	15
CCOc1ncccc1C(=O)Nc1nnc(C2CC2)s1	-19	-2	98	-6	-9	-0.3	4	102	8
O=C(NC1CCCCC1)c1cccc(OCc2ccccc2)c1	-23	5	99	22	-5	-0.2	2	102	-8
CCC(=O)NC(=S)Nc1cccc(NC(=O)c2ccccc2Cl)c1	-8	-16	89	10	-3	-0.8	-3	88	-16
O=C(Nc1cccc(-c2cn3ccccc3n2)c1)c1cc2ccccc2oc1=O	6	-4	98	13	-1	0.0	9	98	6
C/C(CC(=O)Nc1cccnc1)=N/NC(=O)COc1ccc(Cl)cc1Br	-10	-8	98	-15	-4	0.1	-2	93	18
CCOC(=O)c1c(OCCO)nn(-c2ccccc2)c1N	0	0	103	9	-2	0.7	-16	106	21
COc1ccc(C(=O)NC(=S)NNC(=O)CCc2ccccc2)cc1	-3	2	99	-24	0	69*	7	103	-57
Cc1ccc(CCNC(=O)c2nnn(-c3cccc(C)c3)c2N)cc1	-19	5	110	-2	-6	1.1	-20	112	-28

Ordered by formula weight (rising): some entries from above.
SMILES	FID counter	MEKK2mut PB1 HTS	MEKK2 WT-MEK5	CRFBP-R2 block	GalR3 antagonist	CRFBP-R2 agonist	NS3 helicase inh	MEKK3 PB1 HTS	UBC9 SUMO inh
CC(=NCC1CCNCC1)C1=C(O)CC(C)(C)CC1=O	-7	12	108	-8	-1	0.6	7	108	1
CCOc1ncccc1C(=O)Nc1nnc(C2CC2)s1	-19	-2	98	-6	-9	-0.3	4	102	8
CCOC(=O)c1c(OCCO)nn(-c2ccccc2)c1N	0	0	103	9	-2	0.7	-16	106	21
COc1ccc(/C=N\NC(=O)COc2ccccc2)c(C(=O)O)c1OC	1	0	105	-13	-5	2.0	2	121	7

Next part:
SMILES	FID counter	MEKK2mut PB1 HTS	MEKK2 WT-MEK5	CRFBP-R2 block	GalR3 antagonist	CRFBP-R2 agonist	NS3 helicase inh	MEKK3 PB1 HTS	UBC9 SUMO inh
CC1Cc2ccccc2N1S(=O)(=O)c1ccc(Cl)nc1 (stereo not drawn)	-5	17	117	9	0	-3.4	5	125	14
Cc1cc(C)c(C)c(OCCN2CC(C)OC(C)C2)c1 (stereo not drawn)	-2	5	108	11	-10	-2.0	0	109	2
Cc1c(C(=O)n2cnc3ccccc32)cccc1[N+](=O)[O-]	2	5	103	-9	-7	0.0	-4	107	-5
CNC(=O)COc1coc(CN2CCN(c3ccccc3F)CC2)cc1=O	-9	5	104	-4	-7	3.8	1	102	4
CNC(=O)CSc1nnc(-c2ccc(S(=O)(=O)N3CCCC3)cc2)n1-c1cccc(C)c1C	-53	5	105	-17	-8	0.9	-7	103	18
COCc1cc(=O)[nH]c(/N=C(\N)Nc2c(F)cccc2F)n1	-4	3	105	-1	-5	-1.1	2	104	1
O=C(CSCc1ccccc1)Nc1cccc(C(=O)Nc2ccccc2C(=O)O)c1	-18	7	105	12	-5	1.4	18	106	10
CC(=O)Nc1ccc(NC(=O)COc2ncnc3ccccc23)cc1	0	0	99	1	-6	-0.3	9	96	5
CCN1CCSc2ccc(C(=O)NCc3ccccc3F)cc21	-22	0	97	-317	x	280*	-11	101	26
Cc1ccc(CNC(=O)C2(C)Oc3ccccc3NC2=O)cc1 (stereo not drawn)	-5	5	105	2	-5	-1.0	-5	100	17
CC(C)Cc1cc(C(=O)Nc2ccccc2)c2ccccc2n1	-19	6	108	7	-4	0.5	-3	106	10
CCOC(=O)c1ccccc1NC(=O)c1ccc(F)cc1	1	7	101	-15	-6	-0.1	2	80	-8
CSc1sc(C(=O)NCC2CC2)c(-c2cccs2)c1C#N	-7	-25	81	1	-5	-2.0	-12	90	-1
CN1CN=C(NS(=O)(=O)c2ccc([N+](=O)[O-])cc2)NC1	-5	5	102	-2	-2	0.1	7	96	12
CC1CCN(S(=O)(=O)c2cn(CC(=O)Nc3ccc(OC(F)(F)F)cc3)cn2)CC1	-4	-11	96	6	-9	3.0	7	100	-4
CCCCNC(=O)c1ccc(CNS(=O)(=O)c2ccc(Br)cc2)cc1	-22	-1	103	0	-3	-0.8	-12	105	7
CCc1ccc(NC(=O)Cn2ncn3c(cc4ccccc43)c2=O)cc1	-16	-2	101	2	-5	0.5	14	101	5
CCOC(=O)N1CCN(C(=O)c2ccccc2Oc2ccccc2)CC1	-24	3	103	-2	-3	1.5	0	103	1
O=C(N/N=C\c1ccc(Cl)s1)c1ccc(Cn2cccn2)o1	-10	0	107	-4	1	-0.3	-3	112	-12
O=C(COC(=O)c1ccccn1)Nc1cccc2ccccc12	4	0	113	-11	-3	-0.1	3	118	11
O=C(CSc1nc2ccccc2nc1N1CCCCC1)N1CCN(c2ccccc2)CC1	-39	-6	93	4	x	3.9	-14	104	-8
CC1(C)CC(=O)c2c(Cc3ccccc3)noc2C1	-3	-9	83	-21	20*	1.7	-2	75	9
Cc1ccc(C(=O)Nc2ccc3c(c2)OCO3)o1	-1	-3	101	2	5	-0.9	-5	98	-3
CSc1ncccc1C(=O)NC1CCCCCC1	-5	-4	99	5	6	-1.1	3	102	1
CCOC(=O)C1C(c2ccc(C)o2)NC(=O)NC1(O)C(F)(F)F (stereo not drawn)	-1	x	x	-3	7	-0.4	-4	x	10

Next part
SMILES	FID counter	MEKK2mut PB1 HTS	MEKK2 WT-MEK5	CRFBP-R2 block	GalR3 antagonist	CRFBP-R2 agonist	NS3 helicase inh	MEKK3 PB1 HTS	UBC9 SUMO inh
CCOC(=O)N1CCN(C(=O)/C(=C/c2ccc(Br)cc2)NC(=O)c2ccc(OC)cc2)CC1	-45	1	100	-23	0	-0.5	-3	100	-8
COc1ccc(CCN2C(=O)CS/C2=N\NC(=O)c2cccs2)cc1OC	-15	-1	101	15	-7	1.7	-4	101	17
CCc1ccc(S(=O)(=O)NCc2ccc(N3CCN(C)CC3)cc2)cc1	6	3	105	-6	-1	0.1	-6	100	13
COc1ccc(CNC(=O)COC(=O)CN2C(=O)C(C)Oc3ccc(C)cc32)cc1 (stereo not drawn)	-28	0	103	14	-6	-0.2	-5	101	-3
O=C(NC1CCCC1)C1CCC(=O)N1C1CCCC1 (stereo not drawn)	-2	7	105	0	0	9.3	4	103	21
COc1cccc(C(=O)NNC2=C(C(=O)C(F)(F)F)CCC2)c1	-8	2	100	8	-4	-0.2	7	103	-1
COc1cccc(N2CCN(C(=O)CCSCc3ccccc3F)CC2)c1	-35	4	104	9	5	-2.5	-16	102	4
COc1cc2c(cc1OC)/C(=C/C(=O)c1ccc(NC(C)=O)cc1)NCC2	-31	7	105	-7	4	0.2	-9	105	21
O=[N+]([O-])c1ccc(N2CCN(c3ccccc3O)CC2)c(Cl)c1	8	-2	97	-17	-5	5.5	-11	98	-21
CCC1C(=O)Nc2ccccc2N1C(=O)COc1ccccc1 (stereo not drawn)	-17	4	103	5	3	0.1	-1	98	1
CCOc1ccc(NC(=O)C2CCCN(C(=O)NCc3ccccc3)C2)cc1 (stereo not drawn)	-20	-2	95	2	-4	-4.2	-3	97	-9
O=C(CCCCCN1C(=O)c2ccccc2C1=O)Nc1ccc(C(=O)O)cc1	-11	-3	98	16	-9	-0.9	14	102	20
COCc1cc(C)nc2sc3c(=O)n(Cc4ccco4)nnc3c12	-3	0	103	8	1	-0.8	-3	103	20
O=[N+]([O-])c1ccc(O)c(/C=N/Nc2ccccn2)c1	9	8	111	-6	-5	2.6	16	101	-93
Cc1ccc(C2CC(=O)Nc3sc(C(N)=O)c(N)c32)cc1 (stereo not drawn)	0	10	97	3	-6	-1.1	1	102	10
Cc1ccc2cc(C#N)c(SCC(=O)N3CCCc4ccccc43)nc2c1	-1	1	101	-4	-3	4.5	0	86	23
Cc1ccc(C(=O)NC(=C(Cl)Cl)S(=O)(=O)c2ccccc2)cc1	-4	-1	98	-10	-5	0.1	2	99	-11
CCC(=O)Nc1nnc(S(=O)(=O)N(C)c2ccccc2)s1	-2	-2	104	-3	-8	-4.6	2	101	-1
CN(C)C(CNC(=O)CCc1nc2ccccc2s1)c1ccccc1 (stereo not drawn)	0	-1	102	-8	-9	1.8	12	101	-4
Cn1cc(P(=O)(N2CCOCC2)N2CCOCC2)cc1P(=S)(N1CCOCC1)N1CCOCC1	-14	-1	101	4	-6	-0.7	-4	111	27
Cc1c(C(=O)OCC(=O)N(C)c2ccccc2)cccc1[N+](=O)[O-]	-2	-3	98	-4	-5	-0.1	-2	98	18
O=c1c2[nH]c3ccccc3c2ncn1Cc1ccco1	0	3	101	5	-5	-2.5	3	102	-24
COc1ccccc1Nc1nnc(C)c(=O)[nH]1	3	-4	97	13	0	-0.6	-3	100	11
O=C(COC(=O)c1ccncc1)Nc1cc(Cl)ccc1Cl	-4	6	107	52*	-5	-4.0	10	103	2
COc1cccc(CC(=O)NCC2(N3CCCCC3)CCCCC2)c1	-2	-16	84	13	-5	0.4	-25	93	-5
O=C1/C(=C\c2cccs2)Sc2ccc3ccccc3c21	-16	-2	78	6	-6	0.5	16	104	18
Cc1cc(NC(=O)c2ccc(Cl)cc2)no1	-5	4	98	-26	-2	-1.0	-14	100	13
